Screening results from PubChem BioAssay.
XiGFP reactiv: activators of X-chromosome reactivation in mouse fibroblasts | XiGFP mouse fibroblasts, % GFP-positive cells imaging, 3 d; cells co-treated with 5-aza-dC sensitizer; scaled so ellipticine positive control = 100% | activation, % at 7.58 µM | actives 0.055% (n = 360,000) | AID 743238;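 active = mean normalized replicate activation at least 10% and every replicate at or above 10%; inconclusive = only one of the two criteria met; inactive = mean below 10% and not all replicates reach 10%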;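 note: 0% = median of on-plate neutral control wells and 100% = ellipticine 6 µM median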
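System: 68-5-11 XiGFP fibroblast line | Buffer or medium: DMEM containing 5-aza-dC | Compound: Single point | Times: Compounds 3 days, fix/stain 15 min at room temperature | Benchmarks: Positive control ellipticine, 6 µM final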
esBAF inh: inhibitors of esBAF chromatin remodeling in mouse ES cells. actives 2% (n = 350,000). Bmi1-luciferase knock-in reporter, 24 h; 100% = twice the neutral-well signal. AID 602393. reporter increase, % at 12.5 µM; in the data active = activation above about 40%; inconclusive = no clear call, values can overlap the other calls;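 note: 0% = median of the plate's neutral control wells and 100% = double that signal; a rise in the Bmi1 reporter signal indicates esBAF inhibition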
ARNT-TACC3 inh: disrupts binding between human ARNT and TACC3 | inhibition, % at 9.99 µM | actives 0.66% (n = 390,000) | AlphaScreen His-ARNT PAS-B/GST-TACC3 binding, luminescence; TACC3 fragment carries E629A point mutation | Q9Y6A5;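 active = mean inhibition of replicates at least 50% and at least half of replicates each reaching 50%; inconclusive = half or more replicates reach 50% but mean below 50%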;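 note: 0% = complete ARNT plus TACC3 wells and 100% = ARNT alone without TACC3; many hits fall short of the cut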
GSIS activator: GLuc luminescence reporter in INS-1E cells, primary screen for activators of glucose-dependent secretion of insulin | INS-1E GLuc reporter insulin secretion, 2-3 h | activation, % at 16.6 µM | actives 0.61% (n = 370,000) | AID 743287;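 active = lowest replicate activation of at least 40%, so every replicate reaches that level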;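 note: 0% = median of neutral control wells and 100% = median of IBMX positive control wells; some compounds called inactive have numbers as strong as hits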
RAD54 branch: RAD54 (human) branch migration inhibition | Q92698 | RAD54 Holliday junction branch migration, FAM/BHQ fluorescence | inhibition, % at 10.4 µM | actives 0.14% (n = 360,000) | AID 602329;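 active = mean normalized replicate activity at least 40 and at least half of replicates scoring 40 or more; inconclusive = only one of the two criteria met; inactive = mean below 40 and under half of replicates reaching 40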;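 note: 0% = median of neutral control wells and 100% = median of positive control wells; inhibitors cause a drop in the FAM fluorescence signal; in these data hits start at about 50%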
RAD52 anneal inh: blocks human RAD52 DNA annealing. recombinant RAD52 DNA annealing, FRET fluorescence. actives 0.46% (n = 360,000). P43351. inhibition, % at 18.7 µM;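 active = every replicate showing at least 50% inhibition; inconclusive = mean inhibition at least 50% but not in every replicate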
Target sequence (P43351 whole entry, looked up): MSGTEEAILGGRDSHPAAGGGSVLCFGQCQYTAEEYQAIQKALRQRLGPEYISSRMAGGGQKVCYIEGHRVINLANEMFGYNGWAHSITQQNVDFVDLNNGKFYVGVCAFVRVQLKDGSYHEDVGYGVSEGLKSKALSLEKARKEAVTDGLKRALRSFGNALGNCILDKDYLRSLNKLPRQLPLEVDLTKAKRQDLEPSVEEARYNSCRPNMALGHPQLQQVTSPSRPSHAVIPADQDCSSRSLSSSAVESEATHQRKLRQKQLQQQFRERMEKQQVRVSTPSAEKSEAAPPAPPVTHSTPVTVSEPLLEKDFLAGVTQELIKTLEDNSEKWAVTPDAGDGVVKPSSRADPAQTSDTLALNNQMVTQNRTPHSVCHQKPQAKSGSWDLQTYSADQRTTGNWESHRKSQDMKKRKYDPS
ERAP1 inh: inhibitors of human ERAP1 aminopeptidase | inhibition, % at 10.7 µM | recombinant ERAP1, Leu-AMC fluorescence, 60 min | Q9NZ08 | actives 0.15% (n = 340,000);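 active = mean replicate inhibition of at least 30%, or all replicates individually reaching that 30% level; inactive = mean below 30% and not every replicate reaching it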;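 note: 0% = neutral control wells and 100% = L-leucinethiol positive control wells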
CFTR F508del cor: CFTR F508del correction in bronchial cells | actives 0.36% (n = 350,000) | activity (quench increase), % at 7.58 µM | AID 720511 | CFBE cells, YFP halide quenching; stimulated with forskolin plus potentiator P3; % fluorescence drop versus neutral controls;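 active = mean added fluorescence quench of at least 8% versus neutral control, with both replicates also reaching 8%; inconclusive = only one of the mean or replicate conditions met; inactive = mean below 8% and not both replicates reaching 8%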;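 note: cells transiently co-express mutant CFTR-F508del with the halide-sensitive YFP; corrector assay measuring rescue of mutant channel to the surface after 24 h compound exposure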
* marks the source's active call; other numbers are inactive results; u = inconclusive; x = no result given.

SMILES	XiGFP reactiv	esBAF inh	ARNT-TACC3 inh	GSIS activator	RAD54 branch	RAD52 anneal inh	ERAP1 inh	CFTR F508del cor
COc1ccc(C(=O)OCC(=O)Nc2nnc(-c3ccccc3)o2)cc1	0.0	-15	x	14	4	-25	-1	-9.4
c1csc(-c2noc(CN3CCc4sccc4C3)n2)c1	0.0	x	-10	-13	x	-6	2	-0.9
COc1ccc(OC)c(CN2CCN(C(=O)[C@@H](NC(=O)c3cccc(C)c3)C(C)C)CC2)c1	-0.1	0	x	-26	15	-15	-1	-3.3
CCCNC(=O)N(C)C[C@H]1Oc2ncc(C3=CCCCC3)cc2C(=O)N([C@H](C)CO)C[C@@H]1C	0.7	-2	x	7	-10	16	3	4.6
Cc1ccc(S(=O)(=O)N(C)C[C@H]2Oc3ccc(NC(=O)CCCCCC(=O)Nc4ccccc4N)cc3CC(=O)N([C@H](C)CO)C[C@@H]2C)cc1	0.0	-4	-7	8	1	-5	-1	-1.8
COc1ccc(Cc2n[nH]c(=S)n2NC(=O)Nc2ccc(C)cc2)cc1	0.0	u	-3	19	0	-8	3	-3.8
COc1cccc(-c2ccc3c(c2)[C@H]2[C@H](CCN2S(=O)(=O)c2ccccc2C)[C@H](CO)N3C)c1	-0.1	9	-4	19	3	19	-3	1.3
O=C(OCc1cc2ccccc2[nH]c1=O)c1ccco1	x	-2	4	0	-4	-11	6	-1.7
Cc1ccc2nc(-c3ccccn3)cc(C(=O)NC(C)C(C)(C)C)c2c1 (configuration not stated)	0.1	x	3	13	x	-12	4	-1.9
CSc1nc(N)nc(SC2C=CCCC2)c1C#N (configuration not stated)	x	7	-14	11	-9	-5	4	-2.6
C[C@H](O)C#Cc1cnc2c(c1)C(=O)N([C@H](C)CO)C[C@H](C)[C@@H](CN(C)Cc1cccc(F)c1)O2	0.0	-1	-3	3	-5	8	-3	-2.4
O=C(N/N=C/c1c(F)cccc1Cl)C(=O)N1CCCCCC1	0.1	16	0	-5	-5	0	0	3.2
CCCNC(=O)C1(C)CCCN(C(=O)c2ccc3c(c2)CCO3)C1 (configuration not stated)	0.0	0	x	9	-10	-16	6	-2.8
COC(=O)c1ccc(-n2ccnc2)cc1	-0.1	x	-1	-2	x	-5	0	4.4
CCOc1ccccc1N1CCN(C(=O)c2cc(S(=O)(=O)N(C)C)ccc2N2CCCC2)CC1	-1.0	6	7	x	-9	-9	2	2.2
COc1ccc(C2CC(c3cccs3)=Nc3ccccc3S2)cc1OC (configuration not stated)	x	15	8	26	-9	x	x	x
CC(C)Cc1cc(C(=O)NCc2ccco2)no1	-0.1	35	-3	-11	-14	-7	2	-1.5
C[C@H](CO)N1C[C@H](C)[C@H](CN(C)Cc2ccc(Cl)c(Cl)c2)Oc2ccc(NC(=O)c3ccncc3)cc2C1=O	-1.2	-7	8	-19	-2	-6	1	-3.6
CN1[C@H](C(=O)N2CCOCC2)[C@@H](CO)[C@@H]2Cn3c(ccc(/C=C/c4ccccc4)c3=O)[C@@H]21	0.1	-2	1	4	1	-25	-11	0.6
COC(=O)c1cc(NC(=O)Cc2ccccc2[N+](=O)[O-])ccc1Cl	0.1	x	2	-6	9	x	x	x
CCN(CC)P(=O)(Nc1ccc([N+](=O)[O-])cc1)c1c(C)nn(CCC#N)c1NC(=O)c1ccc(Cl)cc1 (configuration not stated)	0.4	8	-5	0	-3	-10	-9	4.3
CCOC(=O)C1=C(COC(=O)COc2ccc(C#N)cc2)NC(=O)NC1C (configuration not stated)	0.1	-10	7	5	1	4	0	-0.2
CN(C)/C=C/C(=O)c1cccc(C(F)(F)F)c1	0.0	x	10	-22	x	-16	1	-3.3
O=C(c1ccc(Sc2ccc(F)cc2)c([N+](=O)[O-])c1)N1CCOCC1	0.1	0	3	11	0	-4	0	-2.4
COCCn1c(SCC(=O)NNC(=O)c2cc(Cl)ccc2OC)nnc1-c1ccncc1	0.3	-9	-18	20	1	7	3	-3.5

Molecules listed so far that have two or more sulfur atoms:
SMILES	XiGFP reactiv	esBAF inh	ARNT-TACC3 inh	GSIS activator	RAD54 branch	RAD52 anneal inh	ERAP1 inh	CFTR F508del cor
c1csc(-c2noc(CN3CCc4sccc4C3)n2)c1	0.0	x	-10	-13	x	-6	2	-0.9
CSc1nc(N)nc(SC2C=CCCC2)c1C#N (configuration not stated)	x	7	-14	11	-9	-5	4	-2.6
COc1ccc(C2CC(c3cccs3)=Nc3ccccc3S2)cc1OC (configuration not stated)	x	15	8	26	-9	x	x	x

Following part.
SMILES	XiGFP reactiv	esBAF inh	ARNT-TACC3 inh	GSIS activator	RAD54 branch	RAD52 anneal inh	ERAP1 inh	CFTR F508del cor
C[C@@H]1CN([C@H](C)CO)C(=O)Cc2cc(NC(=O)Nc3cccc4ccccc34)ccc2O[C@@H]1CN(C)S(=O)(=O)c1ccc(Cl)cc1	0.5	x	x	8	x	0	-1	-5.7
CCC(=O)Nc1ccc2c(c1)C(=O)N(C)[C@@H]1CC[C@H](CC(=O)NCCc3ccccc3)O[C@@H]1CO2	0.0	0	-5	3	-8	4	-4	0.2
CCCNC(=O)C[C@H]1C[C@H]2c3cc(NS(=O)(=O)c4ccc(F)cc4)ccc3O[C@H]2[C@@H](CO)O1	-0.1	1	-6	7	-7	-9	-2	1.9
COc1cc(C(=O)NC2CCCC2)c(Br)c(OC)c1OC	0.4	x	-11	3	x	-1	-1	x
COCC(=O)N(C)C[C@H]1Oc2ncc(-c3ccccc3C)cc2C(=O)N([C@@H](C)CO)C[C@@H]1C	-0.9	-4	-5	1	-9	1	-1	-4.9
Cn1c(N)c(C(=O)COC(=O)c2cc(S(=O)(=O)N3CCOCC3)ccc2F)c(=O)n(C)c1=O	0.2	5	1	x	4	-11	0	1.4
O=C(CCCn1c(=S)[nH]c2ccc(Br)cc2c1=O)NCc1ccccn1	-0.1	2	-6	7	2	-16	3	-1.6
CCn1cc(CN2CCN(Cc3ccccc3)C(CCO)C2)c2ccccc21 (configuration not stated)	0.0	-4	-1	x	-5	-30	-1	1.0
O=C(C[C@H]1C[C@@H]2c3cc(NC(=O)NC4CCCC4)ccc3O[C@@H]2[C@H](CO)O1)NCc1ccccc1	0.1	4	-16	1	2	-1	-4	-0.8
CC(C)[C@H](NC(=O)c1ccccc1)C(=O)OCC(=O)Nc1ccc(Cl)cc1C(F)(F)F	0.0	x	-5	-34	4	-7	-6	-2.4
O=C(CCN1CCCCC1)NCC[C@@H]1CC[C@@H](NC(=O)C2CCC2)[C@H](CO)O1	-0.8	-2	x	6	3	6	-1	0.2
O=C(NCCCN1CCCC1=O)C1CCN(S(=O)(=O)c2cc(C(F)(F)F)ccc2Cl)CC1	-0.1	2	2	7	-3	5	0	-4.9
C[C@H](CO)N1C[C@H](C)[C@H](CN(C)Cc2ccc(C(F)(F)F)cc2)Oc2ccc(NC(=O)c3ccncc3)cc2C1=O	0.0	-1	0	0	-17	12	4	-1.6
Cc1ccc(-c2c(C(=O)N/N=C/c3ccc(OC(C)C)cc3)nnn2-c2nonc2N)cc1	0.0	-5	-1	9	4	-5	-3	2.0
CO[C@H]1CN(C)C(=O)c2ccc(NS(=O)(=O)c3cn(C)cn3)cc2OC[C@H](C)N(Cc2cccc(F)c2)C[C@H]1C	0.6	-1	17	21	-1	5	0	3.3
COC(=O)Cn1c(=O)c2c(nc3n2CCCN3CCc2ccc(OC)c(OC)c2)n(C)c1=O	0.0	-3	12	24	-5	-11	-5	0.1
c1ccc2c(c1)ccn2CCCN1CCCCC1	0.1	-5	-17	1	-7	-60	4	3.2
O=C(Nc1nnc(SCc2ccc(F)cc2)s1)c1ccccn1	0.4	x	79*	-34	x	-32	-1	2.3
CCC(=O)N/C(N)=N/c1nc(C)c2cc(C)c(C)cc2n1	-0.1	x	x	16	8	-4	x	-0.5
Cc1cccc(NC(=O)c2nc[nH]c2C(=O)NCc2ccccc2)c1	0.0	-4	10	-12	11	-23	0	0.7
CC(=O)c1sc(NC(=O)c2c(F)cccc2F)nc1-c1ccccc1	-0.1	11	x	-20	1	-15	-3	-4.1
O=C(NC1CCCC1)C1CCN(C(=O)c2ccc(Cl)cc2)CC1	0.3	-7	0	19	-4	-3	-6	-2.0

Single records, as listed above. Values in the order: XiGFP reactiv | esBAF inh | ARNT-TACC3 inh | GSIS activator | RAD54 branch | RAD52 anneal inh | ERAP1 inh | CFTR F508del cor
Results for COCC(=O)N(C)C[C@H]1Oc2ncc(-c3ccccc3C)cc2C(=O)N([C@@H](C)CO)C[C@@H]1C : -0.9 | -4 | -5 | 1 | -9 | 1 | -1 | -4.9
Results for O=C(NC1CCCC1)C1CCN(C(=O)c2ccc(Cl)cc2)CC1 : 0.3 | -7 | 0 | 19 | -4 | -3 | -6 | -2.0
Results for Cc1cccc(NC(=O)c2nc[nH]c2C(=O)NCc2ccccc2)c1 : 0.0 | -4 | 10 | -12 | 11 | -23 | 0 | 0.7

Compounds were not picked by outcome; about 3.3% have a hit in one of these screens.
